# Bioassay records (PubChem)
# HIV fusion peptide: cell-free HIV fusion peptide-binding blockers – biochemical, uHTS, fluorescence dequenching, primary screen (AID 1986); cell-free peptide binding, fluorescence dequenching, 30 min; higher % means a stronger effect; one-dose inhibition, % at 20 µM; IC50 in µM for titrated hits; 290,000 tested, 0.3% active; in the data active = inhibition mostly above about 52%, no sharp cut-off; inactive = mostly below about 76%; also: some results filed as inactive read as strong as hits
# NS5 inhibitors: flavivirus cap methylation enzyme inhibition – biochemical, confirmation dose response, primary screen (AID 588689); inhibition, % at 25 µM, or IC50 in µM where a hit was titrated; Dengue-2 NS5 methyltransferase capping enzyme assay, biochemical; higher % means a stronger effect; 340,000 tested, 0.3% active; in the data active = a potency from the dose series; inconclusive = inhibition above about 29% without an active follow-up result
# NOD1 NF-kB reporter: inhibition of NOD1-driven NF-kB reporter – cell-based, luminescence, uHTS, primary screen (AID 1578) | NOD1-driven NF-kB luciferase reporter cells, luminescence; higher % means a stronger effect | inhibition, % at 4 µM; hits with a dose series show EC50 in µM | 290,000 tested, 1% active; in the data active = inhibition mostly above about 36%, no sharp cut-off; inactive = mostly below about 34%;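 also: HEK-293T reporter cells stimulated with the NOD1 agonist gamma-tri-DAP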
# GPR55 LPI antagonism: inhibition of LPI-stimulated GPR55 beta-arrestin translocation – imaging, U2OS, beta-arrestin-GFP, LPI agonist, primary screen (AID 2013) | U2OS GPR55 beta-arrestin-GFP translocation imaging, LPI antagonism; higher % means a stronger effect | one-dose inhibition, % at 10 µM; IC50 in µM for titrated hits | 290,000 tested, 0.13% active;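 active = spots per cell inhibited over 60%, with over 100 cells counted and total cytoplasm intensity under 500,000; inconclusive = wells with under 100 cells, flagged as likely toxic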;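 also: U2OS cells stably carrying GPR55 and arrestin-GFP stimulated by 5 µM LPI near EC80; imaged beta-arrestin-GFP aggregate spots per cell after agonist stimulation; plate controls were LPI-stimulated DMSO wells for no effect and DMSO wells without LPI for full effect; some results filed as inactive read as strong as hits; confirmed hits need IC50 under 10 µM and bright autofluorescent wells are also inconclusive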
# KOR beta-arrestin-1: kappa opioid receptor blockers – cell-based, luminescence, uHTS (AID 1778). 290,000 tested, 0.091% active. inhibition, % at 10 µM; hits with a dose series show IC50 in µM. KOR beta-arrestin recruitment, luminescence, antagonist mode; higher % means a stronger effect; in the data active = inhibition above about 50%; also: strong numbers were not always called active
# GPR35 antagonists: GPR35 antagonists blocking zaprinast-driven arrestin recruitment, primary screen, imaging, U2OS, beta-arrestin-GFP, zaprinast agonist (AID 2058). U2OS GPR35 beta-arrestin-GFP translocation imaging, zaprinast antagonism; higher % means a stronger effect. inhibition, % at 10 µM, or IC50 in µM where a hit was titrated. 290,000 tested, 0.052% active;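 active = inhibition of at least 50% with at least 30 cells and total cytoplasm GFP at most 10,000,000; inconclusive = under 30 cells or total GFP of 10,000,000 plus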
# West Nile antiviral: inhibition of WNV-induced cytopathic effect – cell-based, CPE readout (AID 1621); West Nile virus-infected cells, CPE inhibition; higher % means a stronger effect; one-dose CPE inhibition, % at 10 µM; IC50 in µM for titrated hits; 290,000 tested, 0.02% active; in the data active = a potency from the dose series; inconclusive = CPE inhibition mostly from about 3.7% at the one dose, without a potency; inactive = the rest, 99 in 100 with CPE inhibition below about 2.2%; also: strong numbers were not always called active
# KOR beta-arrestin-2: kappa opioid receptor activators – cell-based, luminescence, uHTS, primary screen (AID 1777) | 280,000 tested, 0.02% active | one-dose activation, % at 10 µM; EC50 in µM for titrated hits | KOR beta-arrestin recruitment, luminescence; higher % means a stronger effect; in the data active = activation above about 50%, passing the limit was not always enough; also: a part of the inactive calls stands beside numbers as strong as those of hits
# GPR55 beta-arrestin: GPR55 agonists via beta-arrestin recruitment, primary screen, imaging, U2OS cells, beta-arrestin-GFP redistribution (AID 1961); U2OS GPR55 beta-arrestin-GFP redistribution imaging; higher % means a stronger effect; activation, % at 10 µM; hits with a dose series show EC50 in µM; 290,000 tested, 0.048% active;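 active = activation above 40% with more than 50 cells counted in the well; inconclusive = wells holding fewer than 50 cells, flagged as toxic or sparse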;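 also: U2OS osteosarcoma cells stably expressing GPR55 and beta-arrestin-GFP; plate controls were DMSO negative control for no effect and LPI positive control for full effect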
# NS5 inhibitors pilot replicate: second read-out of NS5 inhibitors, no call of its own (marks repeat the call); inhibition, %; measured here: pilot screen replicate inhibition
# Starred values were filed as active, the others as inactive; ? = inconclusive; . = not tested or not shown; & = joins results of further samples; [ ] = remark or other dose. An excerpt; the hit share may differ from the screen's.
SMILES,HIV fusion peptide,NS5 inhibitors,NOD1 NF-kB reporter,GPR55 LPI antagonism,KOR beta-arrestin-1,GPR35 antagonists,West Nile antiviral,KOR beta-arrestin-2,GPR55 beta-arrestin,others
CN1CCc2ccccc2C1Cc1ccccc1NC(=O)c1sc2ccccc2c1Cl (stereo unspecified),-0.3%,6%,10%,12%,22%,-8%,41µM*,4.3%,-0.1%,
O=[N+]([O-])c1cc2c(cc1CN1CCN(CCOCCO)CC1)OCO2,7.0%,.,-25%,-3%,-21%[20 µM],-2%,-0.2%,1.5%,-0.3%,
CC(=O)C1=C(O)C(=O)N(c2ccc(O)cc2)C1c1ccccc1F (stereo unspecified),-0.4%,0%,-6%,10%,-7%,0%,-0.2%,-1.3%,-0.1%,
Cc1ccc(C(=O)C2=C(O)C(=O)N(c3ncccn3)C2c2ccc(Br)cc2)o1 (stereo unspecified),15%,.,0%,1%,2%,4%,0.1%,.,-0.2%,
COc1cc2c(cc1OC)-c1cc(Nc3ccc(C)cc3)nc(=O)n1CC2,-1.3%,-1%,-6%,-5%,-41%,7%,0.1%,3.7%,0.5%,
CCOc1c(Br)cc(C(N)=O)cc1OC,-4.1%,0%,36%,12%,-35%,14%,1.1%,-8.0%,0.9%,
Cc1cccc(NC(=O)c2sc3nc(-c4ccccc4)cn3c2C)n1,4.2%,-16%,-7%,-10%,-5%,2%,-0.5%,-1.0%,0.7%,
O=C(c1cccs1)N(C(=O)c1cccs1)c1ccccn1,1.0%,-7%,-20%,12%,21%,-1%,0.1%,-3.5%,-0.2%,
COc1ccc(NC(=O)C(NC(=O)Cc2cccs2)c2ccccc2)cc1 (stereo unspecified),4.4%,-2%,-25%,-9%,41%,-9%,0.4%,-1.1%,-0.2%,
Brc1cccc(Nc2nc(-c3cccnc3)cs2)c1,0.0%,3%,-8%,-25%,-53%[20 µM],-18%,-0.9%,0.8%,0.8%,
CC(C)CC(=O)NC(NC(=S)Nc1ccccc1)C(Cl)(Cl)Cl (stereo unspecified),0.9%,-2%,-29%,-4%,4%,11%,0.2%,0.6%,-0.2%,
COc1ccc(/C=C2\N=C(SC)NC2=O)cc1,-1.8%,3%,-3%,7%,16%,-4%,-0.2%,4.9%,-0.2%,

# Reprinted from the part before: 4 entries, followed by the next part.
SMILES,HIV fusion peptide,NS5 inhibitors,NOD1 NF-kB reporter,GPR55 LPI antagonism,KOR beta-arrestin-1,GPR35 antagonists,West Nile antiviral,KOR beta-arrestin-2,GPR55 beta-arrestin,others
COc1ccc(NC(=O)C(NC(=O)Cc2cccs2)c2ccccc2)cc1 (stereo unspecified),4.4%,-2%,-25%,-9%,41%,-9%,0.4%,-1.1%,-0.2%,
Brc1cccc(Nc2nc(-c3cccnc3)cs2)c1,0.0%,3%,-8%,-25%,-53%[20 µM],-18%,-0.9%,0.8%,0.8%,
CC(C)CC(=O)NC(NC(=S)Nc1ccccc1)C(Cl)(Cl)Cl (stereo unspecified),0.9%,-2%,-29%,-4%,4%,11%,0.2%,0.6%,-0.2%,
COc1ccc(/C=C2\N=C(SC)NC2=O)cc1,-1.8%,3%,-3%,7%,16%,-4%,-0.2%,4.9%,-0.2%,
S=c1[nH]c2cc3ccccc3cc2[nH]1,-1.3%&-3.3%,22%,4%&13%,1%&7%,-2%&28%,2%&-1%,0.0%&0.0%,5.5%&5.0%,0.4%&-0.1%,
COc1cc(N(C)C)c([N+](=O)[O-])cc1C(=O)N1CCN(Cc2ccccc2)CC1,-0.8%,-6%,39%,5%,-38%,-10%,0.7%,1.7%,0.1%,
COc1ccc(NC(=O)c2ccccc2)c([N+](=O)[O-])c1,-0.5%,-7%,-46%,-14%,3%,-5%,-0.3%,0.7%,-0.4%,
CC(C)C(=O)NCCc1c[nH]c2ccccc12,-0.6%,-5%,4%,-4%,-35%,15%,-0.1%,2.0%,-0.2%,
Cn1c(=O)c2c(SCC(=O)NCCc3ccccc3)nc(C3CC3)nc2n(C)c1=O,0.4%,.,-7%,8%,13%,0%,-0.2%,6.7%,0.0%,
CC1(C)C2CCC1(C)C(OC(=O)c1ccccc1C(=O)O)C2 (stereo unspecified),1.3%,-5%,-7%,0%,-14%,-6%,0.0%,1.1%,0.2%,
CCC(c1nnnn1CCOC)N1CCN(C(=O)c2ccco2)CC1 (stereo unspecified),0.9%,-7%,-15%,-2%,-7%,7%,-0.2%,3.9%,-0.1%,
CCN1CCCC1CNC(=O)c1c(O)c2c([nH]c1=O)CCCC2 (stereo unspecified),-0.7%,-10%,-12%,-2%,8%,-3%,0.1%,-2.4%,-0.1%,
C=C(C)C1CC=C(C)/C(=N\NC(=S)Nc2ccc(C)cc2)C1 (stereo unspecified),-1.5%,-1%,0%,4%,-5%,-19%,-1.6%,0.5%,0.2%,
CCOC(=O)N1CCN(CCC(=O)Nc2cccc(C)c2)CC1,-1.8%,1%,-10%,6%,-18%,-13%,-0.8%,10%,-0.1%,
CCOC(=O)c1c(-c2ccccc2)csc1NC(=O)c1cc(S(=O)(=O)N2CCOCC2)ccc1C,2.3%,-5%,-2%,-2%,-4%,-17%,-0.7%,-0.1%,-0.1%,
c1cncc(-c2nnc3n2CCC3)c1,1.1%,-3%,6%,6%,-22%,-11%,-0.2%,1.1%,-0.3%,

# The closing 2 compounds of the section above come first, to join the parts:
SMILES,HIV fusion peptide,NS5 inhibitors,NOD1 NF-kB reporter,GPR55 LPI antagonism,KOR beta-arrestin-1,GPR35 antagonists,West Nile antiviral,KOR beta-arrestin-2,GPR55 beta-arrestin,others
CCOC(=O)c1c(-c2ccccc2)csc1NC(=O)c1cc(S(=O)(=O)N2CCOCC2)ccc1C,2.3%,-5%,-2%,-2%,-4%,-17%,-0.7%,-0.1%,-0.1%,
c1cncc(-c2nnc3n2CCC3)c1,1.1%,-3%,6%,6%,-22%,-11%,-0.2%,1.1%,-0.3%,
CCOc1ncccc1C(=O)OCC(=O)c1ccc[nH]1,2.4%,-2%,-17%,3%,44%,-3%,0.5%,-1.2%,-0.2%,
O=C(O)c1c[nH]c(=O)c2ccccc12,-2.0%,-2%,-14%,10%,-10%,14%,0.0%,-1.1%,-0.3%,
CCNS(=O)(=O)c1ccc(OC)c(C(=O)NC2CCCCC2)c1,0.2%,-2%,-29%,-8%,8%[20 µM],-23%,-0.3%,2.5%,0.2%,
CCOC(=O)c1c(N)c2cc([N+](=O)[O-])ccc2n1C,-1.6%,-2%,-6%,2%,18%,5%,0.7%,2.7%,0.3%,
CCCOC(=O)c1ccc(NC(=O)CCOc2ccccc2)cc1,-0.6%,2%,12%,2%,16%,-3%,?,-1.2%,-0.1%,
Cc1noc(C)c1C(=O)NCc1ccccc1Br,-1.5%,-2%,-7%,-2%,-29%[20 µM],17%,-0.2%,2.2%,0.2%,
Cc1ccc(-n2ncc3c(N4CCCC4)ncnc32)c(C)c1,-0.5%,-2%,-40%,-3%,33%,2%,-0.3%,1.6%,-0.3%,
Cc1ccccc1-c1noc(-c2ccccc2C(=O)O)n1,-1.2%,2%,-7%,-1%,28%,-6%,0.2%,-1.2%,-0.3%,
COc1ccccc1CC(Cc1nc2ccccc2[nH]1)c1nc2ccccc2[nH]1 (stereo unspecified),2.8%,-4%,-57%,1%,0%,19%,0.2%,-2.0%,1.2%,
COc1ccc(-c2csc(NC(=O)c3cc(-c4cccs4)nc4ccccc34)n2)c(OC)c1,1.2%,-7%,-11%,6%,22%,-10%,-0.7%,-4.2%,-0.2%,
Nc1ccc(Sc2ccc([N+](=O)[O-])cc2)cc1,-0.8%,-8%,-3%,4%,23%,1%,-0.5%,0.4%,-0.3%,
COc1ccc(-c2nnc(SCC(=O)NC(=O)NCc3ccco3)o2)cc1,-0.3%,-3%,-4%,12%,-9%,-6%,-0.4%,-0.4%,-0.1%,
CCOC(=O)C1(CCOc2ccccc2)CCN(Cc2ccc3nonc3c2)CC1,-0.8%,-5%,2%,19%,-20%[20 µM],5%,-1.3%,.,-0.1%,
CC(=O)Nc1ccc2c(c1)C(=O)c1ccccc1C2=O,1.1%,11%,-133%,-8%,7%,-4%,0.0%,15%,0.0%,
COc1cc(CC(=O)Nc2nc(C)cs2)cc(OC)c1OC,2.0%,0%,-22%,2%,10%,3%,-0.2%,-2.2%,0.0%,
CC(C)(C)c1ccc(-c2ncccc2O)cc1,1.8%,-2%,-36%,6%,-1%,0%,0.1%,-5.6%,0.1%,
CC(=NC1CC1)c1c(-c2ccccc2)[nH]n(-c2nc3ccccc3s2)c1=O,-0.1%,-7%,6%,-7%,-8%,14%,-1.2%,1.3%,-0.1%,
CC(C)(C#CC(O)(c1ccccc1)c1ccccc1)N1CCCC1,0.0%,-19%,-8%,8%,9%[20 µM],-5%,-0.8%,.,0.2%,
Cc1cccc[n+]1CC(=O)/C=C1\N(C)c2ccccc2C1(C)C,4.8%,-1%,5%,-11%,1%,1%,0.2%,2.9%,-0.2%,
Cc1cc(C(=O)CSc2nnc(-c3ccc(F)cc3)o2)c(C)n1CC1CCCO1 (stereo unspecified),0.3%,3%,-7%,23%,7%,8%,-0.6%,-1.5%,-0.1%,
CC(=O)Nc1ccc(S(=O)(=O)NCCCN2CCN(Cc3ccccc3)CC2)cc1Cl,-1.0%,8%,1%,-7%,-25%,1%,-0.6%,3.6%,-0.1%,
COc1cc(Cl)c(C)cc1NC(=O)CN1CCCCCC1,-0.6%,4%,-25%,3%,-13%,-3%,0.8%,-2.2%,0.2%,
COc1ccc(C(=O)CCS(=O)(=O)c2ccc(F)cc2)cc1OC,1.5%,-74%,-18%,-1%,-6%,13%,-1.1%,2.8%,0.0%,
Brc1ccc(/C=N/Nc2nc3ccccc3o2)cc1,-0.1%,-1%,-18%,5%,8%,4%,-0.3%,-5.6%,0.2%,
COc1cc(S(=O)(=O)N2CCN(C)CC2)c(OC)cc1Br,-0.8%,.,-11%,6%,14%,8%,0.0%,-1.7%,-0.1%,
CNc1ccc(Oc2c(F)c(F)nc(F)c2F)cc1,-1.9%,-5%,-6%,9%,8%,2%,-0.5%,-1.0%,-0.2%,
COc1ccc(C(CC(=O)c2ccc(O)cc2)S(=O)(=O)c2ccc(C)cc2)cc1 (stereo unspecified),-0.3%,-1%,3%,-5%,-23%,-24%,0.5%,6.4%,0.0%,
Cn1c(=O)cc(OCCCC(=O)Nc2ccccn2)c2ccccc21,1.0%,-5%,-17%,2%,-10%,3%,?,-1.1%,0.0%,NS5 inhibitors pilot replicate=3.3
CC(C)(C)NS(=O)(=O)c1ccc(NC(=O)C2CCCO2)cc1 (stereo unspecified),-0.6%,.,-3%,2%,-27%[20 µM],1%,-2.1%,-0.9%,-0.3%,
N#Cc1c(NC(=O)CSc2nc3ccccc3s2)sc2c1CCCC2,6.5%,0%,13%,-3%,-47%,3%,-1.4%,-1.7%,7.5%,
